ELG1 repair inh = blocks ELG1-dependent DNA repair in HEK293T cells; HEK293T ELG1-luciferase reporter, luminescence, 16 h; DNA damage induced by 5-fluorouridine; Potency, µM (titrated, usually from 46.1 µM), for the others: at the highest dose activity change, negative = inhibition, usual class: inhibitors; 330,000 tested, 2.3% active; AID 504467; further: potency means the concentration at half of the fitted maximal effect; on the % scale 0 is the no-effect control and ±100 the full control effect; nearly all actives have a fitted effect of over 55% in size
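Overnight (16 hr) co-exposure of 2,000 cells/well to 5-fluorouridine and compound at 37 °C preceded detection. Luciferase was quantified via ONE-Glo luminescence; loss of signal denotes inhibition.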
AT treatment = potential ataxia-telangiectasia treatments restoring KAP-1 phosphorylation. 320,000 tested, 0.19% active. AID 485349. […] A-T fibroblasts, KAP-1 phosphorylation AlphaLISA; neocarzinostatin DNA damage 30 min before lysis. Potency, µM (doses to about 57.5 µM), for the others: top-dose activation, usual class: activators; further: potency means the concentration at half of the fitted maximal effect; % of control where 0% means no effect; nearly all actives have a fitted effect of over 45% in size
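ATM-like activity read as KAP-1 phosphorylation via AlphaLISA donor/acceptor antibody pairs after lysis and 6 hr at 25C. Cells were ATM-null patient fibroblasts ([…], hTERT), dosed 60 min, then exposed to the DSB inducer NCS for 30 min.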
Eya2 phos inh = Eya2 (human) phosphatase inhibition. O00167. recombinant Eya2, OMFP fluorescence dephosphorylation (OMFP is methylfluorescein phosphate). Potency, µM (series often up to 76.9 µM), inactives show at the top dose activity, negative = inhibition, hits mostly inhibitors. 330,000 tested, 0.006% active; further: potency means the concentration at half of the fitted maximal effect; on the % scale 0 is the no-effect control and ±100 the full control effect
Target sequence (O00167 whole entry, looked up): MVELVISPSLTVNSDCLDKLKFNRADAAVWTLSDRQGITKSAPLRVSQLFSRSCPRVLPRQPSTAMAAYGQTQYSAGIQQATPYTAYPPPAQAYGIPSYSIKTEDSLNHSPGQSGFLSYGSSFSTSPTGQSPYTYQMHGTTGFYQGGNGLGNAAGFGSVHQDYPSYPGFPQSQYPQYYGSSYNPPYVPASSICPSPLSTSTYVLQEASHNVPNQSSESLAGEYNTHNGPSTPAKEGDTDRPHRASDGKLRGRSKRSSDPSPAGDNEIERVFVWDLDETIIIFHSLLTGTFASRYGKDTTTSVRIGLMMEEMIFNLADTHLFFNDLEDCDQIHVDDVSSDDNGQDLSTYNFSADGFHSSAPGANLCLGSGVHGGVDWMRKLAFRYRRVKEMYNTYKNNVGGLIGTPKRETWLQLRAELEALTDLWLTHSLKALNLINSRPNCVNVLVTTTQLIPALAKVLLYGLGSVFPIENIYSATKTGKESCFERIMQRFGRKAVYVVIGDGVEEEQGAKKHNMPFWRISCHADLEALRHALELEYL
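Eya2 protein (added as 0.2 uM solution) was preincubated with compound for 10 min at ambient temperature in 50 mM HEPES pH 7.5, 50 mM NaCl, 5 uM MgCl2, 0.05% BSA, 1 mM DTT. OMFP (added at 50 uM) then reacted 10 min; fluorescence read at 485/525 nm.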
hERG WT inh = inhibitors of human wildtype KCNH2 potassium channel; U2OS, BacMam KCNH2, thallium flux FluxOr; active compounds read low; activity change, % at 1.84 µM; 340,000 tested, 0.37% active;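 active means maximum activity change below -70%; inconclusive means maximum activity change between -70% and -50%; inactive means maximum activity change above -50%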; further: on the % scale 0 is the no-effect control and ±100 the full control effect
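U2OS cells were transduced with wild-type KCNH2 virus (2.03 x 10^8 / mL) for 4 h at room temperature, then cultured overnight at 37 C. Thallium flux was read with FluxOr dye. Rate constants were normalized to DMSO controls.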
TRPV1 ag = activates the human vanilloid receptor TRPV1; Q8NER1; activation, % at 8.33 µM; TRPV1-expressing cells, Fluo-8 calcium influx, agonist mode; AID 540275; 320,000 tested, 0.19% active; in the data active means activation above about 80%; inconclusive means between about 30% and that limit; further: 0% is about no effect
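TRPV1-expressing cells were cultured overnight at 35.5C and loaded with Fluo-8 calcium dye for 40 to 90 min at room temperature. After a 10 s baseline, compound was added and calcium influx was read kinetically for 3 min (ex 480/em 520 nm).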
TSHR antag = human thyrotropin receptor antagonism. P16473. TSHR-expressing cells, TSH-stimulated cAMP HTRF, 2 h; active compounds read low. activity change, negative = inhibition, % at 11.5 µM. 330,000 tested, 0.2% active. AID 504810;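 active means activity change below a set negative limit, meaning inhibition stronger than a set level, cut at about -70% in these data; inconclusive means activity change between two set negative limits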; further: on the % scale 0 is the no-effect control and ±100 the full control effect
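Freshly harvested TSHR cells receive pin-tooled compound, then EC80 TSH at 4nM final. After 2 hours at 37 deg C, antibody in lysis buffer and cAMP-d2 are added; 30 minutes at ambient temperature precede the HTRF read.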
TCR activator = T cell receptor activation. primary human leukocytes, anti-CD3, IL-2 HTRF, 48 h. Potency, µM (series often up to 9.22 µM), for inactives: at the top dose activation of IL-2 secretion, most hits filed as activators. 330,000 tested, under 10 active. AID 504894; further: % of control where 0% means no effect
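IL-2 produced over 48 hr by a-CD3 bead-stimulated primary human leukocytes exposed to compounds was detected with a homogeneous time-resolved FRET immunoassay, 665nm acceptor signal after 320nm excitation.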
Mito fusion act = inhibitors of mitochondrial division or activators of mitochondrial fusion; 320,000 tested, 0.23% active; S. cerevisiae fusion-defective mutant growth rescue, CellTiterGlo 48 h; AID 485298; Potency, µM (series often up to 46.1 µM), for the others: at the top dose growth rescue (activation), usual class: activators;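 further: potency means the concentration at half of the fitted maximal effect; % of control where 0% means no effect; nearly all actives have a fitted effect of over 45% in size; temperature-sensitive fusion mutants such as fzo1-1 at 37 °C on non-fermentable ethanol glycerol medium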
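Read-out: ATP-based luminescence (CellTiterGlo, 10 min ambient) reporting growth of fusion-defective ts yeast after 48 hours at 37C on glycerol/ethanol YPEG medium in the presence of compound.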
KCNH2 3.1 inh = blocks the human KCNH2 3.1 channel isoform. U2OS KCNH2 3.1, thallium flux FluxOr; active compounds read low. activity change, % (tested at about 1.8 µM). 340,000 tested, 0.95% active;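 active means maximum activity change below -70%; inconclusive means maximum activity change from -70% to -50%; inactive means maximum activity change above -50%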;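 further: thallium influx rate constant from kinetic fluorescence after stimulation buffer; on the % scale 0 is the no-effect control and ±100 the full control effect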
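Thallium flux read-out: FluxOr dye with Red40 quencher in HBSS/HEPES, 45 min at RT. Rate constants from kinetic reads were normalized to positive and negative DMSO controls. Cells: U2OS virally expressing the 3.1 isoform.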
USP2a inh = inhibitors of human ubiquitin-specific protease USP2a; AID 463254; O75604; Potency, µM (highest dose often 38.3 µM), for inactives: at the highest dose activity change, negative = inhibition, hits mostly inhibitors; USP2 core, Ub-CHOP2 coupled fluorogenic reporter, 485/531; 330,000 tested, 0.01% active;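 further: potency means the concentration at half of the fitted maximal effect; plate controls were DMSO wells for no effect and full inhibition by NEM control for full effect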
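Cell-free coupled assay: 10nM USP2 core preincubated 30min RT with compound in Tris-HCl pH 8.0/CaCl2/CHAPS buffer, then 25nM Ub-CHOP2 and 25nM reporter substrate; fluorescence (Ex 485/Em 531) read after 60min RT, normalized to NEM inhibition, concentration-response curves fitted.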
* marks the source's active call; other numbers are inactive results; i = inactive; u = inconclusive; x = not tested or not shown; [ ] = remark or other dose. Unless noted, the call rests on the fitted dose curve; in most records, active means well fitted curve in the direction sought with a large enough effect; inconclusive means small, poorly fitted or top-dose-only effect, or another doubt; inactive means no such curve, though single readings can be large; an effect the other way counts as inactive or inconclusive.

SMILES	ELG1 repair inh	AT treatment	Eya2 phos inh	hERG WT inh	TRPV1 ag	TSHR antag	TCR activator	Mito fusion act	KCNH2 3.1 inh	USP2a inh
COc1ccc(/C=C/CN2CCN(Cc3ccccc3)C(CCO)C2)cc1 (configuration not stated)	-4%	-2%	-8%	16	1	4	-4%	-1%	3	-1%
COCCn1cc(C(=O)NCCCOC(C)C)c2c3ccccc3n(C)c2c1=O	u	30%	0%	7	3	4	0%	3%	-2	0%
CC1CCC/C(=N\NS(=O)(=O)c2ccccc2)C1 (configuration not stated)	3%	0%	-8%	-13	0	9	-6%	-2%	49	3%
O=S(=O)(CCSc1nc2ccccc2s1)c1nc2ccccc2s1	u	-5%	0%	-2	2	-23	-1%	-8%	-4	4%
CCN1CCN(C(=O)CN2C(=O)c3cccc4cccc2c34)CC1	1%	-4%	-9%	-13	-1	-5	-6%[46.1 µM]	2%	2	-4%
CC(C)CN(C(=O)COC(=O)Cn1cnc2ccccc2c1=O)C1CCS(=O)(=O)C1 (configuration not stated)	1%	0%	-1%	-15	2	21	x	3%	5	1%
Cc1cc(S(=O)(=O)NC(C)C)ccc1OCC(=O)NCc1ccccc1	-12%	-4%	5%	2	-3	11	5%	7%	14	0%
Oc1c(N=Nc2ccccc2)sc2ccccc12	u	-4%	-29%	-8	u	-8	1%	-1%	-5	4%
C=CCn1c(SCC#N)nnc1-c1ccc2ncccc2c1	u	-7%	5%	-1	0	-3	-1%	4%	-4	1%
CCOC(=O)CSc1nc2ccc(S(=O)(=O)N3CCOCC3)cc2[nH]1	2%	-6%	-1%	-2	-1	6	-1%	2%	12	2%
COc1ccc(CNC(=O)c2cccc(NC(=O)c3ccccc3)c2)cc1	u	-2%	-15%	i	0	0	-3%	1%	-4	3%
CC1CC(CC(C)C(=O)NC(=S)Nc2ccc(S(N)(=O)=O)cc2)C(=O)O1 (configuration not stated)	5%	-3%	0%	9	2	-6	-4%	4%	5	9%
O=C(OCCN1CCOCC1)c1ccc(OCCN2CCOCC2)cc1	11%	18%	8%	0	-1	-3	-16%	-4%	-15	1%
COc1ccc(-c2cc(C(=O)NCCCN3CCOCC3)c3cc(C(C)C)ccc3n2)cc1	u	1%	-1%	13	u	-7	-4%	-22%	32	3%
CCCCN(C(=O)CCCc1nc2ccccc2s1)c1c(N)n(CCCC)c(=O)[nH]c1=O	1%	4%	-9%	3	3	3	4%	0%	x	-2%
COc1ccc(/C(C)=N/N2C(C)CCCC2C)c(OC)c1 (configuration not stated)	-10%	17%	7%	-13	14	-2	0%	-20%	3	2%
CCOC(=O)c1c(C)nc(C)c(C(=O)OCC)c1-c1ccc(O)c(OC)c1	u	-1%	-12%	-1	1	1	3%	-7%	3	1%
C/C(N)=C(/C#N)C(=O)CSc1nncn1-c1ccccc1	-4%	-7%	-4%	2	-2	1	7%	-10%	8	1%
Cc1ccc(Cn2c(=N)n(CC(=O)c3ccc([N+](=O)[O-])cc3)c3ccccc32)cc1	-15%	3%	-3%	-2	-4	-10	3%[46.1 µM]	1%	-5	1%
O=C(Cc1ccccc1[N+](=O)[O-])NCc1ccc(Cl)cc1	u	-3%	9%	0	u	0	-14%	2%	4	0%
CCC(=O)NCCN1CCN(C(=O)CC)CC1	3%	-2%	-2%	5	3	11	1%	-5%	2	1%
Cc1ccc(-n2c(Cc3ccccc3)n[nH]c2=S)c(C)c1	-7%	4%	9%	-3	1	-20	2%	5%	-22	-1%
CCOC(=O)c1c(NC(=O)CN2C(=O)CN(C)C2=O)sc(C)c1C	-3%	3%	2%	-2	3	-9	0%	0%	9	1%
O=C(NNC(=S)Nc1ccccc1Cl)c1ccccc1Cl	-15%	-2%	-8%	-15	2	-33	-3%	2%	5	3%
Cc1cc(C(=O)NNC(=O)/C=C/c2ccco2)c(C)o1	5%	-4%	-3%	1	5	0	4%	2%	14	-1%
O=C(Nc1ccc2oc(-c3ccccc3)nc2c1)c1ccccc1F	u	-3%	1%	0	8	-7	2%[46.1 µM]	-1%	-7	1%
Cc1ccc2c(c1)cc(CN(Cc1cccnc1)C(=O)NCc1ccccc1)c1nnnn12	u	-1%	2%	10	-2	-1	-1%	1%	-10	0%
O=c1ccc2c([nH]1)CCCCCCCCCC2	17%	11%	10%	26	-6	-9	x	4%	-6	-1%
COc1cc(C(=O)OCC(=O)N2CCCCC2C)cc(NC(=O)c2cccs2)c1OC (configuration not stated)	18µM*	-2%	8%	-11	27	-2	-5%	-3%	9	3%
CC(C)(C)OC(=O)CNC(=O)c1[nH]cnc1C(=O)Nc1ccc(Cl)cc1	-16%	-23%	-2%	0	14	-29	4%	1%	-23	2%
Cc1ccc(C)c(NC(=O)CSc2nnc(-c3ccccc3C)o2)c1	-3%	2%	6%	1	0	5	3%	2%	-4	-2%
Cc1c(C(=O)OC2CCCC2C)[nH]c2c1C(=O)CCC2 (configuration not stated)	u	-2%	1%	-5	u	3	3%[46.1 µM]	25%	-1	4%
CCn1c(=O)n(CC)c2cc(N3CCCC3)c(NC(=O)c3cccc(OC)c3)cc21	u	-6%	6%	12	13	-16	5%	5%	16	0%
Cc1ccccc1-n1c(SCC(=O)NCC2CCCO2)nc2c([nH]c3ccccc32)c1=O (configuration not stated)	u	8%	-4%	-11	11	-6	-5%	-1%	6	4%
CCCCN(C)CCCNC(=O)CN1C(=O)COc2ccc(S(=O)(=O)N3CCOCC3)cc21	-11%	0%	6%	-16	2	-14	5%	7%	21	-3%
Cn1c(Nc2ccccc2)cc(=O)n(C)c1=O	7%	37%	-20%	-2	1	13	3%	5%	-4	0%
Cc1nn(Cc2ccc(Cl)cc2)c2sc(C(=O)OCC(N)=O)cc12	-14%	x	-10%	15	21	5	2%	-2%	-5	4%
CCN(CC)Cc1cc(C(C)=O)ccc1O	0%	-2%	17%	-4	0	2	6%	1%	9	-1%
O=C(CCCSc1nnc(SCCCC(=O)c2ccc(F)cc2)s1)c1ccc(F)cc1	u	7%	-3%	3	5	-45	0%	-4%	-37	3%
Cc1ccc(-c2nc3c(=O)n(-c4ccccc4)c4c(c(=O)n(C)c(=O)n4C)c3o2)cc1	-5%	-6%	-3%	-10	-5	4	10%	0%	8	2%
CCCc1cc(C(=O)Nc2ccc(F)c(Cl)c2)no1	14%	7%	-2%	-1	27	-35	-1%	11%	-21	2%
Cn1c(SCC(=O)O)nc2ccccc2c1=O	u	7%	-8%	-2	2	12	8%	-2%	-8	-4%
COc1cccc(CN2CCNC(=O)C2CC(=O)NCCc2ccccn2)c1 (configuration not stated)	-10%	0%	0%	16	0	6	-8%	-1%	-10	7%
O=S1(=O)CCC(NC(=S)N2CCCCCC2)C1 (configuration not stated)	-1%	-3%	-3%	-2	-2	33	0%[46.1 µM]	4%	4	4%
CC1CCN(C(=O)C2CCC(CNS(=O)(=O)c3cccc4cccnc34)CC2)CC1 (configuration not stated)	u	4%	-9%	x	8	-11	x	2%	x	-7%
C/C(=N\Nc1ccc(F)cc1F)c1ccc(Br)s1	u	u	1%	-5	6	16	-1%	2%	-4	-1%
CCN(CC)CCC#CC1(O)c2ccccc2-c2ccccc21	0%	1%	-7%	4	2	-2	x	-3%	4	-1%
O=c1[nH][nH]c(-c2ccccc2O)c1C(C[N+](=O)[O-])c1ccc(Cl)cc1Cl (configuration not stated)	3%	0%	-12%	-9	0	-1	7%[46.1 µM]	8%	-9	-1%

Source: PubChem (National Center for Advancing Translational Sciences (NCATS))

This is a subset; the hit share may differ from the screen's.
